Compound activity: PubChem, Sanford-Burnham Center for Chemical Genomics
APOBEC3A inh = APOBEC3A ssDNA deaminase inhibitors, primary screen, selectivity assay for APOBEC3G inhibitor project, biochemical, FAM/TAMRA oligo cleavage fluorescence | DNA dC->dU-editing enzyme APOBEC-3A (Homo sapiens), P31941 | recombinant A3A, FAM/TAMRA ssDNA deamination fluorescence | inhibition, % at 20 µM | actives 0.41% (n = 330,000) | AID 493011, 2011;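 active = at least 40% inhibition at 20 µM here, with at most 30% in a related deaminase screen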;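 note: plate controls were A3A with DMSO for no effect and wells lacking A3A enzyme for full effect; some results filed as inactive read as strong as hits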
Target sequence (P31941 whole entry, looked up): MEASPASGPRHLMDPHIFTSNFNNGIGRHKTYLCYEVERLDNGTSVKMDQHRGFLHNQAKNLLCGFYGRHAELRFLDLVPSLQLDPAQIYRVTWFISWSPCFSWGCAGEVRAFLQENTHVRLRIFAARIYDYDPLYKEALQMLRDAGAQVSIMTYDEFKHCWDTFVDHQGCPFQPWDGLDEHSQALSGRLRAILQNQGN
hIAP inh = human IAP inhibitors, primary screen, biochemical, luminescence, uHTS; Intestinal-type alkaline phosphatase (Homo sapiens), P09923; purified IAP, CDP-Star luminescence, 30 min; inhibition, % at 10 µM; actives 0.12% (n = 330,000);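 active = inhibition reaching a set limit with compound at 10 µM in the primary screen, cut at about 35% in these data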;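 note: plate controls were DMSO wells with enzyme for no effect and no-enzyme buffer wells for full effect; values of inactives mirror those of a sister screen read the other way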
hIAP activ = human IAP activators, primary screen, biochemical, luminescence, uHTS. purified human IAP, CDP-Star luminescence, 30 min; stronger effect = higher value; 1 = vehicle-only enzyme, 0 = enzyme-free background. activation factor at 10 µM. actives 0.16% (n = 330,000). AID 2524, 2010;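 active = activation factor of the enzyme at least 2-fold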; note: the source names both 10 and 20 µM as test concentration; values of inactives mirror those of a sister screen read the other way
mIAP activ = activators of mouse IAP, primary screen, biochemical, luminescence, uHTS; intestinal alkaline phosphatase [Mus musculus]; muIAP, CDP-Star luminescence, 30 min; stronger effect = higher value; 1 = vehicle-only enzyme signal, 0 = enzyme-free wells; activation factor at 10 µM; actives 0.24% (n = 330,000);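 active = activation factor of at least 2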; note: the source names both 10 and 20 µM as test concentration; values of inactives mirror those of a sister screen read the other way
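System: mouse IAP enzyme. Reagent: CDP-Star chemiluminescent phosphatase substrate. Benchmarks: DMSO wells, no-enzyme wells. Times: 30 min enzyme-substrate-compound incubation at room temperature. Detection: luminescence from enzymatic CDP-Star hydrolysis. Doses: test compounds delivered from DMSO solution.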
mIAP inh = inhibitors of mouse IAP, primary screen, biochemical, luminescence, uHTS; intestinal alkaline phosphatase [Mus musculus]; purified mouse IAP, CDP-Star luminescence, 30 min; inhibition, % at 10 µM; actives 0.2% (n = 330,000); AID 2806, 2010;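 active = inhibition of at least 40% at 10 µM in the primary screen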;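 note: plate controls were DMSO with enzyme for no effect and no enzyme wells for full effect; values of inactives mirror those of a sister screen read the other way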
NALP3 yeast inh = NALP3 inflammasome inhibitors in reconstituted yeast, primary screen, luminescence, uHTS. Yeast reconstituted NLRP3/ASC/caspase-1, beta-gal luminescence, 24 h. inhibition, % at 10 µM. actives 0.39% (n = 330,000). AID 2825, 2010;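 active = inhibition of 50% or more; inactive = inhibition below 50%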;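 note: plate controls were induced DMSO wells for no effect and uninduced yeast grown without galactose for full effect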
SENP1 FRET inh = human SENP1 catalytic domain inhibitors, primary screen, biochemical, FRET, uHTS. actives 0.21% (n = 360,000). Sentrin-specific protease 1 (Homo sapiens), Q9P0U3. inhibition, % at 10 µM. recombinant SENP1 catalytic domain, CyPet-SUMO1-YPet FRET cleavage;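 active = inhibition at least 30% at 10 µM, raw YFP signal under a set limit, fluorescence ratio 0.5 to 1.5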;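 note: 0% = enzyme with DMSO and 100% = no enzyme wells; some results filed as inactive read as strong as hits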
Target sequence (Q9P0U3 419-644 limits assumed): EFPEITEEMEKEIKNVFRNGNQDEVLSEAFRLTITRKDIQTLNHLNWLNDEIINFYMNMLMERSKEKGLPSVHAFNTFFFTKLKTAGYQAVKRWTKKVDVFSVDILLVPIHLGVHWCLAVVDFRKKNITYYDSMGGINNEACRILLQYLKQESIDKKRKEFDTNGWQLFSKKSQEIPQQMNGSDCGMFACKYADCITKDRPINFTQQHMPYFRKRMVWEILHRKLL
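Material – human SENP1 catalytic domain · Input – SENP1 enzyme, 20 pM final · Compound dosing – single concentration of 10 µM compound, 0.5% DMSO final · Timing – enzyme reaction for 50 min at room temperature, dark · Measured by – FRET fluorescence in CFP and YFP emission channels · Control set – no-enzyme wells low, DMSO-plus-enzyme wells high control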
beta cell repl = inducers of MIN6 beta-cell proliferation, primary screen, ATP luminescence, uHTS; AID 2380, 2010; actives 0.29% (n = 330,000); proliferation, % at 10 µM; MIN6 cells proliferation, ATPlite luminescence, 48 h; cells starved in 0.2% serum; 100% = growth in 10% serum;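 active = compounds whose signal lies at least 3.5 SD above the mean of all wells on their plate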;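 note: 0% = DMSO-treated cells in low-serum medium and 100% = 10% serum control; some compounds called inactive have numbers as strong as hits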
A3G deaminase = APOBEC3G DNA deaminase inhibitors, primary screen, biochemical, fluorescence, single-stranded DNA substrate, uHTS. recombinant A3G, ssDNA deamination FAM/TAMRA fluorescence. actives 0.28% (n = 330,000). inhibition, % at 20 µM. DNA dC->dU-editing enzyme APOBEC-3G (Homo sapiens), Q9HC16;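 active = inhibition of at least 40% at 20 µM, with no more than 30% in the related APOBEC3A deaminase screen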;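 note: plate controls were DMSO wells with A3G for no effect and wells lacking A3G enzyme for full effect; some compounds called inactive have numbers as strong as hits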
Target sequence (Q9HC16 whole entry, looked up): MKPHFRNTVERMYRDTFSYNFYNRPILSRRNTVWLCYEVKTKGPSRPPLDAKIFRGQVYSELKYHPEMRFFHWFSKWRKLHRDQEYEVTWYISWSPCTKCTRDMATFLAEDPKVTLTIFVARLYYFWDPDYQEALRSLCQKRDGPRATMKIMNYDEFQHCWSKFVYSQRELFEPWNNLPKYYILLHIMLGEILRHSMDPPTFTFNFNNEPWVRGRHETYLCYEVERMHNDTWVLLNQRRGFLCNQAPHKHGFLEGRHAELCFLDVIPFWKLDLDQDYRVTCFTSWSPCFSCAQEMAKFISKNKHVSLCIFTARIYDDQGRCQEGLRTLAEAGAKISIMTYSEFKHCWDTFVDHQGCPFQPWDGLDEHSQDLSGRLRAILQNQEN
* = called active by the depositor; . = no result given. Not all compounds are listed; count on the stated rates, not on these rows.

Each structure is followed by: hIAP inh	A3G deaminase	hIAP activ	NALP3 yeast inh	mIAP inh	mIAP activ	SENP1 FRET inh	beta cell repl	APOBEC3A inh
#1 CC1(c2nnc(-c3ccncc3)o2)CC(c2cccc(Cl)c2)=NO1 (configuration not stated)
    0	-7	0.99	19	-4	1	5	-4	-4
#2 C/C=C(\C)C(=O)NCCN1C2=NC[C@H](C(C)C)N2C[C@@H]1Cc1ccc(OC)cc1
    9	-4	0.91	14	5	0.95	1	-1	-3
#3 O=C(CNc1ccccc1Cl)c1ccc(Br)cc1
    7	-12	0.93	14	18	0.82	3	-2	-6
#4 COCCn1c(SCC(=O)NN2C(=O)NC(C)(c3ccccc3)C2=O)nnc1-c1ccncc1 (configuration not stated)
    1	-11	0.99	-6	-4	1	3	-1	-4
#5 O=C(c1ccc(NS(=O)(=O)c2cccc([N+](=O)[O-])c2)cc1)N1CCN(C(=O)c2ccco2)CC1
    -1	-1	1	4	-10	1.1	2	-1	2
#6 CCC(=O)Nc1ccc(OC)cc1OC
    -5	-2	1	-2	7	0.93	0	2	8
#7 CC1CCCN(S(=O)(=O)c2ccc(NC(=O)CN3CCN(C)CC3)cc2)C1 (configuration not stated)
    4	-3	0.96	11	8	0.92	1	-2	-2
#8 Cc1cc2occ(CC(=O)NNC(=O)c3ccccc3)c2cc1C
    -65	-2	1.7	1	-2	1	-1	-1	8
#9 CN(C(=O)COC(=O)CNC(=O)C12CC3CC(CC(C3)C1)C2)C1CCS(=O)(=O)C1 (configuration not stated)
    4	-6	0.96	13	1	0.99	4	-2	-3
#10 CC(C)CCN1CCN(C2CCN(c3ccccc3)CC2)CC1CCO (configuration not stated)
    -2	-5	1	18	9	0.91	-3	-1	0
#11 COC(=O)C1=C(C)N(CCCC(=O)O)C(=O)NC1c1cc2c(cc1[N+](=O)[O-])OCO2 (configuration not stated)
    -20	2	1.2	14	7	0.93	0	-1	27
#12 CC(C)c1nnc(NC(=O)CCCCCN2C(=O)C3C4C=CC(C4)C3C2=O)s1 (configuration not stated)
    8	-10	0.92	11	1	0.99	3	-1	-6
#13 CC(C)(C)NC(=O)NC(=O)CN1CCN(S(=O)(=O)c2ccc3c(c2)CCCC3)CC1
    -9	-2	1.1	19	-2	1	1	-4	0
#14 Cc1cccc(NC(=O)c2ccc(S(=O)(=O)N3CCCCC3)cc2)c1
    -7	-10	1.1	52*	-2	1	1	0	-2
#15 Brc1ccc(C2=Nc3ccccc3C(c3ccncc3)=NN2)cc1
    -10	-10	1.1	2	-3	1	4	-2	-5

Sorted by SMILES length (high to low): three of the compounds above
Each structure is followed by: hIAP inh	A3G deaminase	hIAP activ	NALP3 yeast inh	mIAP inh	mIAP activ	SENP1 FRET inh	beta cell repl	APOBEC3A inh
#5 O=C(c1ccc(NS(=O)(=O)c2cccc([N+](=O)[O-])c2)cc1)N1CCN(C(=O)c2ccco2)CC1
    -1	-1	1	4	-10	1.1	2	-1	2
#8 Cc1cc2occ(CC(=O)NNC(=O)c3ccccc3)c2cc1C
    -65	-2	1.7	1	-2	1	-1	-1	8
#6 CCC(=O)Nc1ccc(OC)cc1OC
    -5	-2	1	-2	7	0.93	0	2	8

Other results.
Each structure is followed by: hIAP inh	A3G deaminase	hIAP activ	NALP3 yeast inh	mIAP inh	mIAP activ	SENP1 FRET inh	beta cell repl	APOBEC3A inh
#16 O=C1/C(=C\c2cccc(O)c2)SC(=S)N1Cc1ccccc1
    -11	-5	1.1	22	21	0.79	4	-4	-4
#17 C/C(=N\NC(=O)c1ccc(N(C)C)cc1)c1cccnc1
    -5	7	1.1	-5	2	0.98	0	6	7
#18 CCOC(=O)c1oc2c(CN3CCN(CCO)CC3)c(O)c(CC)cc2c(=O)c1-c1nc2ccccc2s1
    11	-6	0.89	25	-1	1	-82	5	-2
#19 O=C(CS(=O)(=O)c1cccc(Cl)c1)Nc1ccccc1Cl
    -20	-5	1.2	32	-4	1	4	-1	-5
#20 COc1ccc(-n2cnnc2SCC(=O)N(C)C2CCS(=O)(=O)C2)cc1 (configuration not stated)
    2	-7	0.97	-1	-4	1	-26	-1	-3
#21 CN(C(=O)CSc1nc(C2CC2)n(-c2ccccc2)n1)C1CCS(=O)(=O)C1 (configuration not stated)
    -1	-12	1	9	1	0.99	0	-3	-5
#22 O=[N+]([O-])c1cc(Cl)ccc1N1CCN(c2ccccc2O)CC1
    14	-2	0.86	6	16	0.84	2	1	-4
#23 O=[N+]([O-])c1cc(C=Nc2cccc3c(O)cccc23)ccc1Cl
    13	-2	0.87	27	21	0.79	.	0	-2
#24 O=C(CSc1nnc(CNC(=O)c2ccc(F)cc2)o1)NCC1CCCO1 (configuration not stated)
    9	-2	0.91	-2	5	0.95	1	4	2
#25 CCOC(=O)C(C)Sc1nc(=O)n2cccc(C)c2n1 (configuration not stated)
    -8	-2	1.1	-24	3	0.97	4	1	-1
#26 C=CCC(O)c1c(-c2ccccc2)nn(C)c1Cl (configuration not stated)
    10	0	0.9	0	1	0.99	1	-1	0
#27 COCc1cc(/C=N\NC(=O)Cc2ccc(OC)cc2)ccc1OC
    3	-1	0.97	17	-5	1.1	3	1	1
#28 CCOC(=O)C1CCCN(S(=O)(=O)c2ccc(Br)s2)C1 (configuration not stated)
    13	2	0.87	31	-1	1	-2	-4	2
#29 COc1cc2cc(C#N)c(SCC(=O)N3CCOCC3)nc2cc1OC
    1	-2	0.99	-4	28	0.72	-18	1	6
#30 CC(=O)c1ccc(NC(=O)C2CCCN(S(=O)(=O)c3c(C)[nH]c(=O)[nH]c3=O)C2)cc1 (configuration not stated)
    -24	-6	1.2	15	-2	1	2	-1	5

Next section
Each structure is followed by: hIAP inh	A3G deaminase	hIAP activ	NALP3 yeast inh	mIAP inh	mIAP activ	SENP1 FRET inh	beta cell repl	APOBEC3A inh
#31 CCCCN1C2=NCCCN2c2cc(C)c(C)cc21
    -3	-1	1	0	2	0.98	2	-5	-2
#32 Cc1ccc(C)c(-n2cc(-c3ccc(Cl)cc3)nc2SCC(=O)NC2CCS(=O)(=O)C2)c1 (configuration not stated)
    5	-4	0.95	10	0	1	3	-1	-2
#33 Cc1noc(C)c1COC(=O)c1ccc2c(c1)OCO2
    -6	-2	1.1	29	-6	1.1	2	0	0
#34 CCOC(=O)CC1C(=O)NCCN1C(=O)NC1CCCCC1 (configuration not stated)
    -12	-3	1.1	-10	-7	1.1	-2	-1	-4
#35 CCOC(=O)c1ccc(Nc2ncnc3ccccc23)cc1
    -3	-8	1	40	0	1	2	1	-2
#36 COC(=O)c1ccccc1NC(=O)CSc1n[nH]c(-c2cccnc2)n1
    -9	-8	1.1	11	5	0.95	4	-2	-2
#37 COC(=O)c1cc(=O)n(CCc2ccc(OC)cc2)c(=Nc2ccc(F)c(Cl)c2)s1
    21	-2	0.79	14	-1	1	3	-7	-3
#38 CCn1c(-c2ccc(OC)c(OC)c2)n[nH]c1=S
    10	32	0.9	19	3	0.97	4	-1	-5
#39 COCCn1c(-c2cccs2)csc1=Nc1cccnc1
    -17	-4	1.2	13	10	0.9	4	-6	-1
#40 COc1ccccc1NC(=O)Nc1nn(C)c2cccc(OC)c12
    14	9	0.86	35	0	1	2	1	6
#41 COCCOc1ccc(C(F)(F)F)cc1NC(=O)CN1C(=O)NC(C)(c2ccc3c(c2)OCO3)C1=O (configuration not stated)
    16	2	0.84	16	-7	1.1	2	-5	0
#42 COc1ccc(NC(=O)COC(=O)C2CCN(S(=O)(=O)c3ccccc3)CC2)cc1Cl
    15	-9	0.85	25	-8	1.1	1	-1	-6
#43 O=C(COc1ccc(Cl)cc1Cl)N/N=C/C1CC=CCC1 (configuration not stated)
    -7	16	1.1	13	-3	1	1	-3	3
#44 O=S(=O)(NCC1CCN(c2ccc(S(=O)(=O)N3CCOCC3)cc2)CC1)c1ccccc1
    11	-3	0.89	21	4	0.96	0	-1	0
#45 CCCOc1ccc(C(=O)N2CC3(CC(c4cccc(NC(=O)[C@@H]5CCC(=O)N5)c4)=NO3)C[C@H]2C(=O)NC2(C(N)=O)CC2)cc1 (some centres not stated)
    1	-2	0.99	-11	0	1	1	0	-1

(list continues)
Each structure is followed by: hIAP inh	A3G deaminase	hIAP activ	NALP3 yeast inh	mIAP inh	mIAP activ	SENP1 FRET inh	beta cell repl	APOBEC3A inh
#46 NC(=O)c1cc(S(=O)(=O)N2CCCC2)ccc1OCCOc1ccccc1
    -7	-9	1.1	3	-8	1.1	1	-1	-3
#47 COc1ccc(CCC(=O)OCC(=O)NCc2ccc3c(c2)OCO3)cc1
    -2	-7	1	21	13	0.87	3	-1	-4
#48 COc1ccc(CNC(=O)N2CCN(c3cccc(C)c3C)CC2)cc1OC
    -7	-5	1.1	14	-8	1.1	0	0	-1
#49 Cc1nn(-c2ccccc2)c(C)c1NC(=O)COC(=O)c1ccccc1
    -3	-3	1	9	-6	1.1	3	-2	20
#50 CC(Oc1ccc(F)cc1)C(=O)Nc1ccccc1C(=O)NC1CC1 (configuration not stated)
    0	-12	1	8	1	0.99	0	5	-6
#51 CC(OC(=O)CN1C(=O)NC2(CCCC2)C1=O)C(=O)Nc1cccc(Cl)c1Cl (configuration not stated)
    -2	-4	1	16	7	0.93	3	-1	0
#52 O=C(CNc1ccc2ccccc2c1)N/N=C/c1ccccn1
    14	-5	0.86	14	9	0.91	-4	-2	-4
